# AID1053144 = Wnt/beta-catenin signaling activators, dose response, cell-based, iPS-derived NPC, luciferase, Wnt3a, cherry-pick (AID 1053144) | NPC TCF/LEF luciferase reporter, Wnt3a EC25, 24 h | activation, % at the top dose, mostly 26 µM; hits show AC30 in µM | 3,400 compounds, 4.8% hits;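 active = fitted curve reaches 30% activation at a concentration no higher than the top valid tested dose, luminescence rising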;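 also: wnt3a stimulus is conditioned medium from Wnt3a-transfected mouse L cells at 5% in well; 0% = neutral control wells and 100% = CHIR-99021 positive control wells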
# The depositor's hits bear a star. These rows are one share of the data; the hit share may differ from the screen's.
AID1053144 | structure
16% | Cn1c(=NN=Cc2ccccc2OCCO)sc2ccccc21
9% | O=C(Nc1ccccc1)Nc1ccc2ccccc2c1
8% | O=C(c1ccc(-c2ccccc2Cl)o1)N1CCCCCCC1
8% | O=C(Nc1ccc2c(c1)ncn2C1CCCCC1)c1ccco1
17% | COc1ccc(C(=O)c2sc(Nc3ccccc3F)nc2N)cc1
5% | c1ccc(-c2nnsc2Sc2ccccn2)cc1
13% | Cc1cccc(NC(=O)c2cc3ccccc3c(=O)o2)n1
14% | O=C(OCCc1ccccc1)c1cc(O)c(O)c(O)c1
21% | COc1ccc(C(=O)N[C@H](C(=O)Nc2nc3c(s2)CCCC3)C(C)C)cc1
12% | COc1ccc(-c2nnc(-c3ccc(C)cc3)o2)cc1
9.9µM* | COc1ccccc1OCc1cc(C(=O)N(C)CCC2CCOCC2)no1
11µM* | Cc1ccc2oc(-c3cccc(NC(=O)c4ccccn4)c3)nc2c1
6% | CCCCN(C(=O)Cc1cccs1)c1nnc(-c2cccnc2)s1
-1% | Cc1cc(C)n(CC(=O)O)c(=O)c1[N+](=O)[O-]
11% | O=C(COc1cccc2cccnc12)Nc1nccs1
7% | COc1ccccc1N1CCN(/N=C/c2cccc(Cl)c2)CC1
2% | Cc1c(O)ccc(/C(Cc2ccc3ccccc3n2)=N\O)c1O
8% | Cc1csc(NC(=O)c2ccc(C)s2)n1
19% | COc1ccc(OC)c(Cc2nnc(CCC(=O)N3CCCCC3c3nccs3)o2)c1 (centres undefined)
9% | Cc1cc(C)c(C#N)c(SCc2nnc(-c3ccccc3[N+](=O)[O-])o2)n1

# Following part
AID1053144 | structure
6% | O=C(N/N=C/c1ccc(F)cc1)c1ccccc1
6% | CSc1ccccc1NC(=O)c1cc2ncc(Br)cn2n1
4% | CN(Cc1ccccc1)S(=O)(=O)c1ccc(Cl)c(C(=O)NCCCN2CCOCC2)c1
11% | O=C(/C=C/c1ccc2c(c1)OCO2)Nc1nncs1
11% | COc1ccccc1C(=O)Nc1nnc(SCC(=O)NCC2CCCO2)s1 (centres undefined)
1% | c1ccc2c(c1)NC(c1ccncc1)n1c-2nc2ccccc21 (centres undefined)
1% | CN(C)C(=O)c1ccc(-c2cc3onc(-c4ccccc4)c3c(=O)n2C)cc1
8% | Cc1cc(C(=O)Nc2ccc(Br)cn2)sc1C
-1% | Cc1ccc2nc(-c3ccc(NC(=O)CN4CCN(c5ccccn5)CC4)cc3)sc2c1
13% | Cc1ccc(NC(=O)Nc2cccc(C)n2)cc1
5% | Cc1cccc(N/C=C/C(=O)c2ccc(Cl)cc2)c1
12% | Cn1c(=NC(=O)c2ccco2)sc2cccc(F)c21
13% | Cc1ccc(OCC(=O)Nc2ccccc2F)cc1
1% | CCOc1ccc(NC(=O)CCCCn2c(=O)[nH]c3ccsc3c2=O)cc1
8% | COc1ccc(NC(=O)c2ccc3c(c2)N(C)CCS3)cc1
1% | Cn1nc(-c2ccc(Cl)cc2)cc1NC(=O)CC(C)(C)CC(=O)O
2% | NS(=O)(=O)c1ccc(CCNC(=O)c2ccccc2Cc2ccccc2)cc1
-1% | CCc1ccc(CN(C)CC(=O)Nc2ccc3c(c2)CCC3)cc1
10% | Cc1ccccc1-c1nnc(-c2ccc(Br)cc2)o1
5% | CCOc1cccc(C(=O)Nc2ccc3c(c2)OCCO3)c1

# Carrying on.
AID1053144 | structure
8% | O=C(CCCOc1ccc(Cl)cc1)Nc1cccc(C(=O)O)c1
7% | O=C(/C=C/c1ccc(Br)o1)Nc1nccs1
12% | CC(=O)c1ccc(NC(=O)C2(c3ccccc3)CCOCC2)cc1
8% | Cc1c(C(=O)OCC(=O)NCC2CCCO2)cccc1[N+](=O)[O-] (centres undefined)
4% | CCOc1ccc(/C(O)=C2\C(=O)C(=O)N(c3ccc(OC)cc3)C2c2ccccc2[N+](=O)[O-])cc1 (centres undefined)
6% | O=C(Nc1ccncc1)c1cc2ccccc2cc1O
10% | CCn1nc2cc(C(=O)NCCc3cccs3)ccc2c1OC
8% | O=C(CSc1nnc2ccccn12)N1CCc2ccccc21
-3% | CCCC(=O)N=C1SC2CS(=O)(=O)CC2N1c1ccc(-c2nc3ccc(C)cc3s2)cc1 (centres undefined)
4% | CC(C)(C)c1cc(NC(=O)Nc2ccccc2)no1
3% | CCOc1ccc(-c2c(C(=O)N/N=C/c3ccccc3)nnn2-c2nonc2N)cc1
15% | Cc1ccc(/C(N)=N/OC(=O)c2cccs2)cc1
11% | COC(=O)Nc1nnc(-c2ccccc2OC)s1
21% | Cc1cccc(/C=C/c2ccccc2)n1
7% | CC(=O)c1ccc(OCc2ccccc2)c(C)c1O
-6% | Cc1ccc(-c2nc3ccc(Cl)cn3c2Cc2cccc(Cl)c2)cc1
6% | CCC(=O)NCCc1nc2cc(NC(=O)c3ccc(Cl)cc3)ccc2n1C
10% | Cc1cc(C(=O)Nc2ccc3c(c2)CCC3)ccc1[N+](=O)[O-]
16% | COc1cccc(NC(=O)/C=C/c2ccco2)c1
17% | O=C(Nc1nc(-c2ccc3c(c2)OCCO3)cs1)C1CCCC1

# Four entries from above, as labelled records.
COc1ccc(NC(=O)c2ccc3c(c2)N(C)CCS3)cc1
  AID1053144: 8%
O=C(N/N=C/c1ccc(F)cc1)c1ccccc1
  AID1053144: 6%
COc1ccccc1OCc1cc(C(=O)N(C)CCC2CCOCC2)no1
  AID1053144: 9.9µM*
COc1ccc(OC)c(Cc2nnc(CCC(=O)N3CCCCC3c3nccs3)o2)c1 (centres undefined)
  AID1053144: 19%

# Remaining list, next part:
AID1053144 | structure
11% | COC(=O)CSc1nc2cc(C)ccc2cc1C#N
9% | O=C(O)C(=O)/C(=C\c1cccc(Cl)c1)c1ccc2ccccc2n1
11% | COc1ccc(/C=N/Nc2ccc([N+](=O)[O-])cc2)cc1O
19% | Oc1cc(NCc2cccnc2)ccc1-c1nc2ccccc2o1
0% | CC(=O)Nc1cccc(NC(=O)CCCC(=O)O)c1
8% | COC(=O)c1ccc2c(=O)[nH]c(CSc3nc(C)cs3)nc2c1
9% | O=C(Nc1nnc(-c2ccccc2F)s1)C1CCCO1 (centres undefined)
6% | CCOC(=O)c1ccc2nc(NC(=O)c3ccco3)sc2c1
14% | COC(=O)C1CCN(C(=O)/C=C/c2ccc(OC)cc2)CC1
10% | N/C(=N\OC(=O)c1ccccc1)c1cccnc1
9.2µM* | COc1ccc(C(=O)O/N=C(\N)c2ccc(Cl)cc2)cc1
18% | Cc1cccc(/N=C/c2sc3ccccc3c2O)n1
7% | O=C(Nc1ccc(C(=O)c2ccccc2)cc1)c1ccccc1
6% | Oc1[nH]c2ccccc2c1N=Nc1ccccc1
7% | CCOC(=O)c1ccc(S(=O)(=O)NCCNCc2ccccc2)cc1
5% | CN(CCO)c1c2c(nc3cc(-c4cccc(F)c4)nn13)CCCC2
19% | Cc1cc(C)c(C#N)c(SCC(=O)Nc2ccc3c(c2)OCO3)n1
4% | C/C(=N\NC(=O)c1ccccn1)c1ccc(Cl)cc1
17% | CCC(=O)Nc1ccc2nn(-c3ccc(F)cc3)nc2c1
2% | Cc1cccc(C)c1OCc1cc(C(=O)N2CC3C[C@@H]4CC2C[C@H](C3)C4)no1

# Sorted by the number under AID1053144 (low to high): eight of the compounds above
AID1053144 | structure
0% | CC(=O)Nc1cccc(NC(=O)CCCC(=O)O)c1
4% | C/C(=N\NC(=O)c1ccccn1)c1ccc(Cl)cc1
5% | CN(CCO)c1c2c(nc3cc(-c4cccc(F)c4)nn13)CCCC2
6% | Oc1[nH]c2ccccc2c1N=Nc1ccccc1
7% | O=C(Nc1ccc(C(=O)c2ccccc2)cc1)c1ccccc1
8% | COC(=O)c1ccc2c(=O)[nH]c(CSc3nc(C)cs3)nc2c1
10% | N/C(=N\OC(=O)c1ccccc1)c1cccnc1
18% | Cc1cccc(/N=C/c2sc3ccccc3c2O)n1

# More results
AID1053144 | structure
11% | O=C(NOCc1ccccc1)c1ccc([N+](=O)[O-])cc1
3% | O=C(Nc1ccccc1F)Nc1ccccc1N1CCCCC1
12µM* | COc1ccc(/C=N/Nc2ccccn2)cc1O
8% | COC(=O)c1ccc(-n2cnc3ccccc32)nc1
5% | Fc1ccccc1COc1ccc(/C=N/n2cnnc2)cc1
9% | Cc1ccc(-c2nc(Nc3ccccc3)n[nH]2)cc1
9% | Cc1ccc(-c2nnc(-c3ccccc3)o2)cc1Br
12% | Fc1ccccc1C1CC(c2ccco2)=Nc2ccccc2S1 (centres undefined)
6% | COc1ccc(C(=O)/C=C/c2ccccc2F)c(OC(=O)c2ccc([N+](=O)[O-])cc2)c1
1% | O=C(CCN1CCN(c2ccccc2)CC1)Nc1ccc(OCc2ccccc2)cc1
-5% | COc1cccc(C(=O)Oc2ccccc2/C=C\C(=O)c2cc3ccccc3o2)c1
-1% | CN(c1ccc(C(=O)NCCSC(C)(C)C)cc1)S(=O)(=O)c1ccccc1
9% | Nc1c(C(=O)Nc2ccc3c(c2)OCCO3)nnn1Cc1cccc(Br)c1
1% | CCCc1cc(-c2ccc3c(c2)COc2c4ccccc4nn2-3)on1
9% | Oc1ccc(-c2cnc3ccccc3n2)cc1
8% | COc1ccc(C(=O)Nc2ccc(C(F)(F)F)n(C)c2=O)cc1
7% | Cc1ccc2nc(SCC(=O)NCc3ccco3)c(C#N)cc2c1
8% | CC(=O)Nc1ccc(-c2nc3ccccc3o2)cc1
2% | COc1cccc(NC(=O)NCc2ccccn2)c1
9% | C=CCOc1ccc(/C=C/C(C)=N\O)cc1

# Later entries
AID1053144 | structure
2% | Clc1cccc(-c2ccc(-c3nc4ccccn4c3NCc3ccccc3)cc2)c1
3% | O=C(/C=C/c1ccc(OC2CSC2)cc1)c1ccccc1
21% | COc1ccc(Nc2n[nH]c(C)c2[N+](=O)[O-])cc1
-3% | O=C1CCCC2=C1C(c1ccc(Cl)cc1)n1c(s/c(=C\c3ccc4ccncc4c3)c1=O)=N2 (centres undefined)
12% | COc1ccc(C2C(CC(=O)O)=C(Nc3ccccc3)C(=O)N2c2ccccc2)cc1 (centres undefined)
11% | Cn1c(NC(=O)c2ccccc2F)c(-c2cccs2)c(=O)c2ccccc21
7% | CCOC(=O)c1c(C)[nH]c(N=Nc2ccccc2Cl)c1C
8% | Nc1c(C(=O)c2ccccc2)sc2nsc(SCCN3CCOCC3)c12
3% | COc1ccc(-c2cc3nc4n(c(=O)c3s2)CCCCC4)cc1
20% | Cc1ccc(-c2csc(NC(=O)c3ccco3)n2)cc1C
19µM* | O=C(Nn1cnc2ccccc2c1=O)c1c(F)cccc1F
7% | O=C(NC1CCCCCCC1)NC1CCCCC1
5% | Cc1cc(C(=O)COC(=O)c2ccc(N)c([N+](=O)[O-])c2)c(C)n1Cc1ccc2c(c1)OCO2
8% | CN(C)c1ccc(/C=N/N2CCN(c3ccccn3)CC2)cc1
2% | Cc1ccc(NC(=O)CCC(=O)NNC(=O)C(C)(C)C)c(C)c1
8% | c1ccc(C2Oc3ccccc3C3CC(c4cccs4)=NN32)cc1 (centres undefined)
7% | O=C(NC1CCCCC1)c1cc(-c2cccs2)on1
9% | Cc1ccc(C(=O)Nc2ncc(Cc3ccccc3)s2)o1
16% | Clc1ccc2nc3c4ccccc4cnn3c2c1
9.5µM* | CC1CC1C(=O)OCc1cc(=O)n2cc(Br)ccc2n1 (centres undefined)

# Part of the list above, set out differently:
molecule: CCC(=O)Nc1ccc2nn(-c3ccc(F)cc3)nc2c1
- AID1053144: 17%

molecule: COC(=O)c1ccc(-n2cnc3ccccc32)nc1
- AID1053144: 8%

molecule: Oc1[nH]c2ccccc2c1N=Nc1ccccc1
- AID1053144: 6%

# (continued)
AID1053144 | structure
5% | COc1ccc(/C=C2/CCc3ccccc3C2=O)cc1OC
0% | Cc1ccc2nc(NC(=O)c3ccc(Cl)s3)sc2c1
7% | COc1ccccc1NC(=O)CSc1nnc(-c2ccc(C)cc2)o1
4% | O=C(COc1ccc(Br)cc1Cl)NC(=O)NC1CCCC1
-6% | Cc1ccc(N2C(=O)c3cccc4c([N+](=O)[O-])ccc(c34)C2=O)c2cccnc12

# From PubChem BioAssay
